Bioassay records as filed in PubChem.
EP2 modulator: modulates human prostaglandin E2 receptor EP2 signaling; EP2-expressing cells, cAMP HTRF FRET, PGE2 co-stimulation; induction, % at 25 µM; hit rate 0.83% among 260,000;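 active = compounds whose cAMP rise, as percent of the full-agonist control response, exceeds 60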;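 also: rat C6 glioma line stably carrying human EP2 under a CMV promoter; the protocol text gives 20 µM as final concentration; 100% = response of wells given 1 µM PGE2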
Target sequence (P43116 whole entry, looked up): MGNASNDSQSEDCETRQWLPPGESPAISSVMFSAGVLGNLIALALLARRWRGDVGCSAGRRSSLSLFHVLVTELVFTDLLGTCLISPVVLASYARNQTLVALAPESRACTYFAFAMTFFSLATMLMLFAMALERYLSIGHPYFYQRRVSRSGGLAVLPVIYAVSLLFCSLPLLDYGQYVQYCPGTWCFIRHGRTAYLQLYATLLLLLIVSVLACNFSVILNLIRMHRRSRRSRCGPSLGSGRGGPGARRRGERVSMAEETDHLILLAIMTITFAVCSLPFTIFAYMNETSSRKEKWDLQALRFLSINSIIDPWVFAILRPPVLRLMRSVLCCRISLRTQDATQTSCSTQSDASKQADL
PGE2 EP2 inh: EP2 receptor (human) inhibition; P43116; hit rate 0.52% among 260,000; C6 glioma cells expressing human EP2, cAMP TR-FRET; cells stimulated with saturating PGE2; inhibition, % at 25 µM;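 active = percent inhibition above 40 after rounding to a whole number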;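 also: rat C6 glioma host cells with rolipram phosphodiesterase inhibitor present; the protocol text gives 20 µM as final concentration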
The depositor's hits bear a star; & = joins results of further samples.

SMILES	EP2 modulator	PGE2 EP2 inh
CCCOc1ccc(C2C(C#N)=C(N)Oc3n[nH]c(-c4cc(C)sc4C)c32)cc1 (centres undefined)	-27	22
Cn1c(SCCN2CCOCC2)nnc1-c1ccc(O)cc1	10	13
CCCNC(=S)N(Cc1cc2cc(C)c(C)cc2[nH]c1=O)CC1CCCO1 (centres undefined)	-6	7
COc1ccc(CN2CCc3c(nc(C)[nH]c3=O)C2)cc1O	43	1
COc1cccc(CC(=O)N2CCC[C@@H](Cn3nc(-c4cccs4)ccc3=O)C2)c1	-23	2
COc1ccc(OC)c(C(=O)CSc2ncnc3c2cnn3-c2ccccc2C)c1	44	5
CC(C)(C)C1=NN(CC(=O)N2CCSCC2)C(=O)c2cc3sccc3n2C1	-3	16
CCOc1cccc(/C(O)=C2/C(=O)C(=O)N(Cc3cccnc3)C2c2cccs2)c1 (centres undefined)	-8	15
O=C(CCCCl)Nc1ncc(Cc2cccc(Cl)c2)s1	-1	13
Cc1sc2nc(C)n3c(=O)n(CC(=O)NC4CCCC4)nc3c2c1C	-18	8
CC(C)NC(=O)CSc1nc(-c2ccccc2)nc2ccccc12	-4	1
CC(C)C(=O)N1CCN(c2ccccc2NC(=O)c2ccc(F)cc2)CC1	-20	11
Cc1cc(C)cc(NC(=O)CCN2CCc3ccccc3C2)c1	-16	8
Cn1nnnc1SCC(=O)Nc1nc(-c2ccc(Cl)cc2)cs1	-46	11
CCCn1c(=N)c(C(=O)NCC)cc2c(=O)n3cc(C)ccc3nc21	-15	10
O=C(NCCCO)C1CCCN(S(=O)(=O)c2ccc(F)cc2)C1 (centres undefined)	5	12
CCN1CCCC1CN(Cc1cc2ccc(C)c(C)c2[nH]c1=O)C(=O)Nc1ccc(Cl)cc1 (centres undefined)	-33	16
CC(C)C(=O)Nc1ccccc1N1CCN(C(=O)C(C)C)CC1	-7	9
CCn1nc(NS(=O)(=O)c2ccc3c(c2)NC(=O)C(C)O3)cc1C (centres undefined)	-35	2
Cc1cc2nnn(C[C@@H](C)NC(=O)CCn3nnc4ccccc43)c2cc1C	-10	7
Nc1ccc2nc(SCC(=O)NC34CC5CC(CC(C5)C3)C4)sc2c1	-55	18
Cc1cccc2cc(CN(C(=S)NC(C)c3ccccc3)C3CCCCC3)c(=O)[nH]c12 (centres undefined)	35	15
CCC1CCCCN1C(=O)CCCN1C(=O)/C(=C/c2cccs2)SC1=S (centres undefined)	10	8
COc1ccccc1-n1c(SCC(=O)Nc2cccc(Cl)c2C)nc2ccccc2c1=O	-8	10
C[N+](C)(C)CCO	9&-1	13&15

(list continues)
SMILES	EP2 modulator	PGE2 EP2 inh
CC(=O)c1ccc(NC(=O)C2CCCN(S(=O)(=O)c3ccc(-n4cnnn4)cc3)C2)cc1 (centres undefined)	-44	17
CCOc1ccc(OCC)c(NC(=O)CSc2nnc(-c3ccc(C)cc3)o2)c1	-11	18
O=C1CCCC2=C1C(c1ccc3c(c1)OCO3)C1=C(CCCC1=O)N2	-1	10
Cc1cccc2cc(CN(Cc3cccs3)C(c3nnnn3Cc3ccccc3)C(C)C)c(=O)[nH]c12 (centres undefined)	-27	9
Cc1ccc(C)c2nc(SCC(=O)Nc3ccc(F)cc3)c(C#N)cc12	22	23
CCC(C)(C)NC(=O)C(c1ccncc1)N(C(=O)c1csnn1)c1ccc(Cl)cc1 (centres undefined)	-43	10
COCC(=O)Nc1nc(-c2ccc(Cl)cc2)cs1	-56	9
COc1cc(C(=O)Nc2ccc3nc(C)n(Cc4ccc(F)cc4)c(=O)c3c2)cc(OC)c1OC	-30	7
CC1CCCN(C(=O)CN2CCC(n3nnc4ccccc4c3=O)CC2)C1 (centres undefined)	11	2
Cc1ccc(NC(=S)N(CCCO)Cc2cc3cc4c(cc3[nH]c2=O)OCO4)cc1	-8	7
O=C(Cc1cccc(Cl)c1)N1CCC(n2nnc3cccnc32)CC1	-7	7
COc1cc(CN(Cc2ccc3c(c2)OCO3)CC(C)O)ccc1O (centres undefined)	-42	8
Cc1cccc2cc(CN(CCN3CCCC3)C(=O)Nc3ccccc3)c(=O)[nH]c12	-42	5
COc1ccc2cc(C)c3nnc(SCC(=O)NNC(C)=O)n3c2c1	-12	11
CCC(=O)Nc1ccc(NC(=O)CSc2nnc(-c3ccco3)c(-c3ccco3)n2)cc1C	7	9
CCS(=O)(=O)N1CC=C[C@H]1C(=O)NCCc1ccccc1	-12	7
NS(=O)(=O)c1ccc(NC(=O)CCC(=O)N2CCOCC2)cc1	-4	15
Cc1cc(C)c(NC(=O)CSc2nc(C)cc(C)n2)c(C)c1	-70	9
COC(=O)CSc1nnc(COc2ccccc2C)o1	5	3
CNC(=S)N1C2CCCC1CC(NC(=O)c1cccc(F)c1)C2 (centres undefined)	-93	2
CCCNC(=O)CCSc1nc(-c2ccc(OC)cc2)cc(C(F)(F)F)n1	-7	16
CCn1c(SCC(=O)Nc2ccccc2OC)nnc1-c1cccnc1	-19	5
COc1cc(CN(CCCn2ccnc2)Cc2ccccc2C)cc2c1OCO2	14	9
NC(=O)NCCCC1NC(=S)N(c2ccccc2)C1=O (centres undefined)	7	12
Nc1ccc(S(=O)(=O)c2ccc(NC(=O)c3cccnc3)cc2)cc1	5	8

Grouped by structure: the entries above containing a thiophene ring, fused or not (7)
SMILES	EP2 modulator	PGE2 EP2 inh
CCCOc1ccc(C2C(C#N)=C(N)Oc3n[nH]c(-c4cc(C)sc4C)c32)cc1 (centres undefined)	-27	22
COc1cccc(CC(=O)N2CCC[C@@H](Cn3nc(-c4cccs4)ccc3=O)C2)c1	-23	2
CC(C)(C)C1=NN(CC(=O)N2CCSCC2)C(=O)c2cc3sccc3n2C1	-3	16
CCOc1cccc(/C(O)=C2/C(=O)C(=O)N(Cc3cccnc3)C2c2cccs2)c1 (centres undefined)	-8	15
Cc1sc2nc(C)n3c(=O)n(CC(=O)NC4CCCC4)nc3c2c1C	-18	8
CCC1CCCCN1C(=O)CCCN1C(=O)/C(=C/c2cccs2)SC1=S (centres undefined)	10	8
Cc1cccc2cc(CN(Cc3cccs3)C(c3nnnn3Cc3ccccc3)C(C)C)c(=O)[nH]c12 (centres undefined)	-27	9

(next part)
SMILES	EP2 modulator	PGE2 EP2 inh
COCC(=O)NC(c1ccc(OC)cc1)c1nccn1C (centres undefined)	-18	8
Cc1cc2cc3c(cc2n2c(=O)n(CC(=O)N(C(C)C)C(C)C)nc12)OCO3	-7	6
CC(C(=O)N1CCC(n2nnc3ccccc3c2=O)CC1)c1ccccc1 (centres undefined)	-46	2
CCOCCn1c(CN(C)Cc2ccccc2)nc2c1c(=O)n(C)c(=O)n2C	-2	4
O=S(=O)(c1ccc(N2CCN(c3ccccc3)CC2)cc1)N1CCOCC1	-19	3
Cc1cc(C)cc(N(CC(=O)NCC2CCCO2)S(C)(=O)=O)c1 (centres undefined)	9	14
COc1ccc(CN2CCc3nc(N4CCC(C)CC4)[nH]c(=O)c3C2)cc1	-9	6
CC(C)(C)C(=O)c1cn(CC(=O)NCc2ccccc2)c2ccccc12	-43	11
CCC(CC)C(=O)Nc1ccc(S(=O)(=O)Nc2nccc(C)n2)cc1	11	14
O=C(NCCn1nc(-c2ccco2)ccc1=O)c1ccccc1F	-29	7
CNC(=S)N(Cc1cc2cc(C)cc(C)c2[nH]c1=O)CC1CCCO1 (centres undefined)	-11	10
Cc1ccccc1C(NC(=O)c1cnc(C(C)(C)C)nc1)c1ccncc1 (centres undefined)	14	3
Nc1ccc(N2Cc3ccccc3C2)cc1	-86	17
COc1ccccc1-n1c(SCC(=O)NC2CCCC2)nnc1-c1ccncc1	-18	11
C[C@]12CC[C@H](O)C[C@@H]1CC[C@H]1[C@H]2CC[C@]2(C)[C@@H]1CC[C@H]2c1cc(C(F)(F)F)n[nH]1	-19	55*
Cc1ccc2nc3sc(C(=O)Nc4nccs4)c(N)c3cc2c1	-75	18
Cc1cc(C)c(NC(=O)C2CCN(c3nc(C)cc(C)n3)CC2)c(C)c1	-13	8
O=S1(=O)CCC(NC(=S)S)C1 (centres undefined)	-78	12
COc1ccc(CCCC(=O)Nc2nc3c(s2)CCc2c-3cnn2C)c(C)c1	-78	8
Cc1ccc2cc3c(N)c(C(=O)Nc4ccccc4F)sc3nc2c1	4	9
CC(NC(=O)c1ccco1)c1nc(-c2ccncc2)n[nH]1 (centres undefined)	-6	6
CCN(C(=O)CCCl)c1nc(-c2ccc(F)cc2)cs1	28	10
Cc1sc2ncnc(N3CCOCC3)c2c1-c1ccccc1	-1	13
O=C(CSc1nnc(-c2ccncc2)o1)Nc1ccccc1F	0	4
CCC(c1nnnn1C1CCCC1)N(Cc1cc2cccc(C)c2[nH]c1=O)C1CCCCC1 (centres undefined)	14	13

Going on with the list:
SMILES	EP2 modulator	PGE2 EP2 inh
COc1ccc2cc(CN(CC3CCCO3)C(c3nnnn3C3CCCCC3)C(C)C)c(=O)[nH]c2c1 (centres undefined)	30	6
COc1ccccc1CC(C)NC(=O)Cn1cnc2sc(C)cc2c1=O (centres undefined)	-67	4
Cc1ccc2[nH]c(=O)c(C(c3nnnn3C(C)(C)C)N3CCN(C4CCCCC4)CC3)cc2c1 (centres undefined)	-41	5
CCCC(c1nnnn1C1CCCC1)N(Cc1cc2ccc(OC)cc2[nH]c1=O)C1CCCC1 (centres undefined)	35	8
COc1cccc(C(C(=O)NC2CCCC2)N(C(=O)c2ccco2)c2ccccc2Cl)c1OC (centres undefined)	11	5
CCOc1ccc(N2CC(C(=O)OCC(=O)Nc3ccccc3)CC2=O)cc1 (centres undefined)	-51	7
CC1(C)Cc2ccccc2-c2nnc(SCC(=O)Nc3ccc(Cl)cc3)n21	4	7
CCC(=O)N(Cc1ccc(F)cc1)Cc1cc2ccc(C)c(C)c2[nH]c1=O	-90	15
Cc1cccc(NC(=O)CSc2nc3c(=O)[nH]c(=O)[nH]c3n2C)c1	22	8
Cc1ccc(NC(=O)C(C)Sc2nc(C)cc(=O)[nH]2)cc1 (centres undefined)	1	14
O=C(NC1CC2CCCC(C1)N2C(=S)Nc1ccc(Cl)cc1)C1CC1 (centres undefined)	-67	8
COc1cc(CN2C[C@@H]3CCCN3C[C@@H]2Cc2ccccc2)cc(OC)c1O	-10	10
CCc1nc2cc(NC(=O)COc3ncnc4ccccc34)ccc2n1C	-4	10
CCC(c1nnnn1CCc1ccccc1)N(Cc1cc2c(C)cc(C)cc2[nH]c1=O)C1CCCC1 (centres undefined)	28	10
COCCN1CC2=C(C1=O)C(c1ccc(F)cc1)NC(=O)N2 (centres undefined)	-43	2
CC(=O)NC1(c2ccccc2F)CCN(Cc2ccc(-n3cccn3)cc2)CC1	18	7
CCC(OC(=O)c1cc(=O)[nH]c2ccccc12)C(=O)c1ccccc1 (centres undefined)	-53	2
Cc1ccc2cc(CN(CCN3CCOCC3)C(=S)NC3CCCCC3)c(=O)[nH]c2c1	-2	14
CO[C@@H]1[C@@H](O[C@@H]2O[C@H](C)[C@@H](O[C@H]3C[C@@](C)(O)[C@H](O)[C@H](C)O3)[C@H](N(C)C)[C@H]2O)[C@@H](CC=O)C[C@@H](C)[C@@H](O[C@H]2CC[C@H](N(C)C)[C@@H](C)O2)/C=C/C=C/C[C@H](C)OC(=O)C[C@H]1O	22	14
CCN(CC)C(=O)CSc1nnc(-c2ccncc2)n1-c1ccc(C)c(C)c1	-9	3
CCOC(=O)CSc1nnc(COc2ccc3ccccc3c2)n1-c1ccccc1	-20	6
CCn1c(=O)c2ccccc2n2c(SCC(=O)N3CCOCC3)nnc12	7	8
Cc1onc(C(C)C)c1C(=O)Nc1nnc(Cc2cccc(F)c2)s1	-37	5
CC1CC(C)CN(C(=O)Cn2nc(-c3cccs3)cc(N)c2=O)C1 (centres undefined)	-14	8
O=C(O)CCn1c(C(F)(F)F)nc2ccccc21	28	8

Single values from the entries so far.
CCOC(=O)CSc1nnc(COc2ccc3ccccc3c2)n1-c1ccccc1 in PGE2 EP2 inh is listed with 6
CCN(CC)C(=O)CSc1nnc(-c2ccncc2)n1-c1ccc(C)c(C)c1 in EP2 modulator is listed with -9
COc1ccccc1CC(C)NC(=O)Cn1cnc2sc(C)cc2c1=O (centres undefined) in PGE2 EP2 inh is listed with 4
Cc1ccc(NC(=O)C(C)Sc2nc(C)cc(=O)[nH]2)cc1 (centres undefined) in EP2 modulator is listed with 1
CC(=O)NC1(c2ccccc2F)CCN(Cc2ccc(-n3cccn3)cc2)CC1 in EP2 modulator is listed with 18

Further compounds:
SMILES	EP2 modulator	PGE2 EP2 inh
NC(=O)C1CCCN(S(=O)(=O)c2ccc(Cl)cc2)C1 (centres undefined)	-12	8
CC1C(=N)N(c2nc(N(C)C)nc(N(C)C)n2)CC1=O (centres undefined)	2	10
COc1ccc(-c2cc(C(F)(F)F)nc(S(=O)(=O)CCC(=O)NC(C)C)n2)cc1	27	5
O=C(CSc1nnc(Cc2ccccc2)n1C1CCCCC1)Nc1ccc(Cl)s1	26	12
COc1ccccc1/C=C/CN1CCC(NC(C)=O)(c2ccccc2F)CC1	-37	4
Cc1sc2ncn3c(SCC(=O)Nc4ccccc4-c4ccccc4)nnc3c2c1C	67*	17
CCc1nc2ccccc2n1CC(=O)NC1(c2ccccc2OC)CCCC1	-1	5
COc1ccc(OC)c(-c2csc(N(CC3CCCO3)C(=O)c3ccc(C(C)(C)C)cc3)n2)c1 (centres undefined)	49	7
CC1=C(C#N)c2nc(N)c(C#N)c(C)c2/C1=C\c1ccc(OC(C)C)c(Cl)c1	-61	13
O=C(Cn1c(-c2cccs2)cc2cccnc21)N1CCC(O)CC1	2	5
Cc1cc(C)c2[nH]c(=O)c(CN(Cc3ccccc3)C(c3nnnn3Cc3ccco3)C(C)C)cc2c1 (centres undefined)	-67	20
CCN(Cc1cc(Cl)cc(C)c1O)Cc1c(O)ccc2ccccc12	54	38
CC(C)(C)c1ccc(-c2nnc(NC(=O)C3CCC3)s2)cc1	-34	5

Only part of the results is shown; the hit share may differ from the screen's.
